p53 reactivation: mutant p53 re-activation in reporter cells; Potency, µM (doses to about 92.2 µM), for inactives: at the top dose activity change, positive = activation, most hits filed as activators; H1299 p53-A138V BP100-luciferase reporter, luminescence, 24 h; 320,000 compounds, 0.063% hits; AID 504706; note: potency is the fitted concentration of half-maximal effect; % of control where 0% means no effect; nearly all actives have a fitted effect of over 45% in size
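H1299 (p53-null), stable ts p53-A138V + BP100-Luc; 1000 cells/well, Opti-MEM/10% FBS; cpd 4 pt, 1:5; 24 h, 37 deg C, 5% CO2; detection reagent 10 min RT; luminescence.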
FLuc counter: inhibits or activates purified firefly luciferase, miR-21 counter-screen; 360,000 compounds, 6.9% hits; purified FLuc, Km substrates, luminescence inhibition; AID 588342; Potency, µM (highest dose often 57.5 µM), without a hit: at the top dose activity change, negative = inhibition, hits mostly inhibitors;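 note: potency is the fitted concentration of half-maximal effect; plate controls were vehicle for no effect and reference inhibitor for full effect; nearly all actives have a fitted effect of over 55% in size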
Target sequence (P08659 whole entry, looked up): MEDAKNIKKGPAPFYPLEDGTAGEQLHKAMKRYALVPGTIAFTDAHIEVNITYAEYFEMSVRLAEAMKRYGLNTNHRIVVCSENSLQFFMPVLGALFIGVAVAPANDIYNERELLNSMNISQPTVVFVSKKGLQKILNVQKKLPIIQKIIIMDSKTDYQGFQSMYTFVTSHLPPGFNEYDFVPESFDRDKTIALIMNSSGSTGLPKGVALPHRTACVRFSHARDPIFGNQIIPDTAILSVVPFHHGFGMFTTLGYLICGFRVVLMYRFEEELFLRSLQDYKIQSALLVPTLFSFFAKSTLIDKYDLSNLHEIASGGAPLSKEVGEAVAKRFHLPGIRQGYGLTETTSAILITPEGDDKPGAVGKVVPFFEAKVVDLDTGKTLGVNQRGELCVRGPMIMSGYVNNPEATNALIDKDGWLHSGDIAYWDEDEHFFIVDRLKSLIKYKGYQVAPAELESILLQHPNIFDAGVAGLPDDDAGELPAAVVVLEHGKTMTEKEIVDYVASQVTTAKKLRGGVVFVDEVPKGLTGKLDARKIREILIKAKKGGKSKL
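Purified P. pyralis luciferase (10nM final) with 10uM D-luciferin and 10uM ATP (Km levels) in 50mM Tris acetate pH 7.5, 10mM Mg acetate, 0.01% Tween-20, 0.05% BSA; qHTS 6-point titration, ~60 µM downward; luminescence read.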
RORgamma inh: blocks mouse ROR gamma transcriptional activity. P51450. Drosophila S2 Gal4-RORgamma UAS-luciferase reporter, 20 h. Potency, µM (series often up to 53.6 µM), for the others: at the highest dose activity change, negative = inhibition, actives largely listed as inhibitors. 310,000 compounds, 5.4% hits. AID 2551; note: potency is the fitted concentration of half-maximal effect; % is set by controls: 0 for no effect and ±100 for the full control effect; nearly all actives have a fitted effect of over 60% in size
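Luminescence from a UAS-regulated Photinus luciferase reporter in stably transfected Drosophila Schneider cells is measured; decreased signal marks ROR gamma inhibition. Fusion expression is induced by 700 uM copper sulfate for 20 hr.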
Menin-MLL TR inh: displaces Texas Red mutant MLL peptide from human menin; Potency, µM (series often up to 61.6 µM), for the others: at the highest dose FP activity change, negative = inhibition, hits mostly inhibitors; Menin + Texas Red MLL mutant peptide, fluorescence polarization; O00255; AID 1768; 270,000 compounds, 0.23% hits; active = well fitted inhibition curve with a large enough effect in the polarisation, with a control signal flat, not every such curve was filed as active; inconclusive = small, poorly fitted or top-dose-only effect, or effect the other way, or a change in a side signal; inactive = no such curve, though single readings can be large or run the other way; the % refers to the polarisation; note: potency is the fitted concentration of half-maximal effect; % of control where 0% means no effect; many of its hits are not listed in these tables
NPC1 prom act: NPC1 promoter activation; Huh7 NPC1 promoter luciferase reporter, 24 h; Potency, µM (highest dose often 9.22 µM), for the others: at the highest dose activation, most hits filed as activators; 320,000 compounds, 2.4% hits; AID 485313;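 note: potency is the fitted concentration of half-maximal effect; % of control where 0% means no effect; nearly all actives have a fitted effect of over 60% in size; reporter is driven by a mutant NPC1 promoter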
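Cells: Huh7 expressing luciferase under the NPC1 promoter, 1500/well. Seeded 2 h, compound added, incubated 24 h at 37 °C. Luciferase reagent, 10 min ambient, then luminescence.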
Rab9 prom act: activators of Rab9 promoter | Huh7 Rab9 promoter-luciferase reporter, luminescence, 24 h | Potency, µM (doses to about 9.22 µM), inactives show at the top dose activation, negative = inhibition, actives largely listed as activators | 320,000 compounds, 2.8% hits; note: potency is the fitted concentration of half-maximal effect; % of control where 0% means no effect; nearly all actives have a fitted effect of over 60% in size
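Promoter activation is measured as luciferase luminescence in Huh7 cells stably transfected with a Rab9 promoter–luciferase construct, following 24 h compound exposure at 37 °C and 10 min reagent incubation at ambient temperature.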
Giardia kill: Giardia lamblia killing; Giardia lamblia trophozoite viability; activity change, % at 7.66 µM, hits read low; 340,000 compounds, 0.15% hits; AID 540267; in the data active = activity change below about -80%; inconclusive = between about -30% and that limit;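 note: parasites exposed to compound for two days anaerobically before the ATP read; % is set by controls: 0 for no effect and ±100 for the full control effect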
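Viability, read as ATP luminescence: trophozoites at 100 cells/well, compound added, 48 hrs anaerobic at 37 deg C, then 15-30 min room-temperature development before reading.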
BRCA1 expr up: activators of BRCA1 expression. MCF7-BRCA1-FFLuc reporter, luminescence, 48 h; response scale: scaled: vehicle 0%, 10 µM genistein 100%. Potency, µM (highest dose often 46.1 µM), inactives show at the top dose activation, most hits filed as activators. 380,000 compounds, 1.1% hits. AID 624202; note: potency is the fitted concentration of half-maximal effect; nearly all actives have a fitted effect of over 80% in size; some results filed as inactive show a strong effect at the top dose
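Cells: MCF7-BRCA1-FFLuc, 2000/well. Exposure: 48 h, 37 °C, 5% CO2. Read: luminescence, 15 min post-substrate. Controls: genistein 10 microM (maximal activation), DMSO (neutral).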
PKM2 activator: PKM2 (human) enzyme activation; P14618; Potency, µM (series often up to 57.5 µM), for the others: top-dose activation, most hits filed as activators; purified PKM2, Kinase-Glo ATP luminescence, activation; response scale: 0% is enzyme alone, no compound; 260,000 compounds, 0.34% hits; note: potency is the fitted concentration of half-maximal effect; % is set by controls: 0 for no effect and ±100 for the full control effect; nearly all actives have a fitted effect of over 55% in size
Target sequence (P14618 whole entry, looked up): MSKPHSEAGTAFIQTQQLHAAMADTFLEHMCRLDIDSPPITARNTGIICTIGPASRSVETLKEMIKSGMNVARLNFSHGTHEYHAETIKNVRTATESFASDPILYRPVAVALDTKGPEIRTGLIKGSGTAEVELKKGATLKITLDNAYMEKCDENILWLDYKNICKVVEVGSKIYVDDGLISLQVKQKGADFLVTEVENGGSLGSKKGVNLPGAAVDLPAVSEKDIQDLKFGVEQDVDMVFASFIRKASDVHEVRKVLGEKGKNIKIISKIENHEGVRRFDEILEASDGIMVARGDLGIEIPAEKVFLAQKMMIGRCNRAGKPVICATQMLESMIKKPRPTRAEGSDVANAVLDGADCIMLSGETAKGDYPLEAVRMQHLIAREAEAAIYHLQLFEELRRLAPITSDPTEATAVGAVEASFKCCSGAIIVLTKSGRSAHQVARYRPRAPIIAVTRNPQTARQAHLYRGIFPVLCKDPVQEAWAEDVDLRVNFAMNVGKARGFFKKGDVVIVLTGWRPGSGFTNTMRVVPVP
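Purified hPK-M2 (>95%) run at intermediate activity with 0.1 mM ADP and 0.5 mM PEP in 50 mM imidazole pH 7.2, KCl, MgCl2; 1 h room temperature. ATP formed read by Kinase-Glo luminescence; normalized to uninhibited and no-enzyme controls.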
Gal4-VP16 FLuc: inhibits Gal4-VP16 luciferase reporter, ROR gamma counter-screen. AID 2546. 310,000 compounds, 3.5% hits. Potency, µM (doses to about 53.6 µM), for the others: at the highest dose activity, negative = inhibition, actives largely listed as inhibitors. Drosophila S2 Gal4-VP16 UAS-luciferase, luminescence, 20 h;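 note: Gal4-VP16 expression switched on by copper sulfate through the metallothionein promoter; potency is the fitted concentration of half-maximal effect; % is set by controls: 0 for no effect and ±100 for the full control effect; nearly all actives have a fitted effect of over 50% in size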
ELG1 genotoxic: genotoxicity induction in ELG1-luciferase HEK293T cells | HEK293T ELG1-luciferase reporter, luminescence, 16 h | Potency, µM (series often up to 46 µM), inactives show at the top dose activity change, positive = activation, most hits filed as activators | 330,000 compounds, 1.3% hits | AID 504466; note: potency is the fitted concentration of half-maximal effect; % of control where 0% means no effect; nearly all actives have a fitted effect of over 60% in size
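HEK293T cells expressing luciferase-tagged ELG1 were exposed to compound or DMSO vehicle for 16 hr at 37 °C and 5% CO2. Luciferase activity was then measured with ONE-Glo after 30 min at room temperature.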
* marks the source's active call; other numbers are inactive results; ? = inconclusive; nt = not tested or not shown; [ ] = remark or other dose. Unless noted, calls come from the whole dose curve; as a rule, active = well fitted curve in the direction sought with a large enough effect; inconclusive = small, poorly fitted or top-dose-only effect, or another doubt; inactive = no such curve, though single readings can be large; an effect the other way counts as inactive or inconclusive. Some of the compounds tested; the hit share may differ from the screen's.

Fields: Menin-MLL TR inh	ELG1 genotoxic	FLuc counter	NPC1 prom act	BRCA1 expr up	Rab9 prom act	RORgamma inh	p53 reactivation	Gal4-VP16 FLuc	PKM2 activator	Giardia kill
CC(OC(=O)CCCNC(=O)c1ccc(Cl)cc1)C(=O)N(C)Cc1ccccc1 (configuration not stated)
    -9%	0%	-5%	0%	-19%	-9%	nt	nt	nt	1%	8
CCn1c(SCC(=O)Nc2cccc(C)c2)nc2ccccc2c1=O
    11%	-7%	-2%	0%	-6%	-2%	-1%	-8%	-15%	nt	1
COc1ccc(NC(=O)CN2C(=O)NC(C)(C3CC3)C2=O)c(OC)c1 (configuration not stated)
    nt	0%	2%	-3%	4%	2%	nt	0%	nt	nt	-28
COc1ccc(NC2=Nc3ccccc3CC2)cc1
    -1%	4.5µM*	11µM*	2.8µM*	?	1.6µM*	-30%	?	?	-5%	-4
CCCCC1NC(C(=O)O)CS1 (configuration not stated)
    11%	1%	6%	-1%	-19%	-7%	2%	-4%	?	8%	3
COc1cc(/C=N/NC2=NS(=O)(=O)c3ccccc32)ccc1OC(C)=O
    ?	-1%	-3%	-1%	-9%	5%	-15%	-2%	-4%	nt	-14
COC(=O)C(CC(C)C)NC(=O)c1ccc(F)cc1 (configuration not stated)
    0%	2%	1%	-3%	8%	12%	-6%	-18%	-1%	-1%	-7
Cc1ccc(N(C)S(=O)(=O)c2c(C)noc2/C=C/N(C)C)cc1
    25%	0%	4%	1%	0%	0%	-21%	2%	-4%	0%[0.46 µM]	-26
COc1ccc(NC(=O)CSc2nnnn2-c2ccc(F)cc2)cc1
    -14%	0%	-2%	0%	-17%	-6%	15%	-11%	-10%	nt	7
Cc1ccc(S(=O)(=O)N2CCc3cc4c(cc3C2C)OCCCO4)cc1 (configuration not stated)
    nt	-12%	4%	-3%	-20%	-2%	3%	1%	-12%	nt	3
Cc1cccc(OCc2n[nH]c(=S)n2Cc2ccccc2)c1
    -2%	-3%	?	-3%	-15%	0%	2µM*	1%	?	-4%	-8
Cc1cc(C)n2cc(CSc3ccc(Br)cc3)nc2n1
    -6%	4%	?	11%	?	1%	?	-1%	7%	21%	-4
COC(=O)C1=CN(c2cccc(C)c2)C=C(C(=O)OC)C1c1cc(OC)c(O)c([N+](=O)[O-])c1
    ?	-8%	17µM*	-3%	-8%	-2%	40%	-2%	-8%	-4%	-11
CN(C)S(=O)(=O)Nc1ccc2c(c1)Cc1ccccc1-2
    13%	?	27µM*	16%	105%	24%	41%	?	-24%	-1%	2
CCCCNC(=O)NS(=O)(=O)c1ccc(C(=O)OC)o1
    0%	0%	2%	0%	-17%	-2%	24%	5%	-2%	-7%	24
CCOC(=O)C1(CCc2ccccc2)CCN(Cc2nccn2CC)CC1
    -15%	-12%	0%	0%	-48%	-5%	7.1µM*	0%	11µM*	-2%	-5
Cn1c(=O)c2c(n(Cc3ccccc3)c1=O)NC(=O)C2CC(=O)O (configuration not stated)
    -2%	4%	1%	-3%	0%	-3%	-38%	-3%	-6%	9%	-9
CC1=C(C#N)C(c2cccnc2)C2=C(CC(c3ccc(Cl)cc3)CC2=O)N1 (configuration not stated)
    4%	-4%	0%	1%	-19%	8%	-1%	-4%	-15%	-19%	5
CCOC(=O)N1CCN(C(=O)c2sc3nc(-c4ccc(F)cc4)cn3c2C)CC1
    -1%	-2%	-1%	0%	-8%	-7%	-11%	-2%	3%	-1%	16
COc1ccc(OCc2nnc(SCC(N)=O)n2-c2ccccc2OC)cc1
    4%	1%	1%	4%	1%	2%	-6%	-3%	-1%	1%	3

Looked up by compound from above:
Fields: Menin-MLL TR inh	ELG1 genotoxic	FLuc counter	NPC1 prom act	BRCA1 expr up	Rab9 prom act	RORgamma inh	p53 reactivation	Gal4-VP16 FLuc	PKM2 activator	Giardia kill
Cc1ccc(N(C)S(=O)(=O)c2c(C)noc2/C=C/N(C)C)cc1
    25%	0%	4%	1%	0%	0%	-21%	2%	-4%	0%[0.46 µM]	-26
Cc1cc(C)n2cc(CSc3ccc(Br)cc3)nc2n1
    -6%	4%	?	11%	?	1%	?	-1%	7%	21%	-4

Entries of single compounds as entered above.
CCCCNC(=O)NS(=O)(=O)c1ccc(C(=O)OC)o1 across the screens: Menin-MLL TR inh = 0%; ELG1 genotoxic = 0%; FLuc counter = 2%; NPC1 prom act = 0%; BRCA1 expr up = -17%; Rab9 prom act = -2%; RORgamma inh = 24%; p53 reactivation = 5%; Gal4-VP16 FLuc = -2%; PKM2 activator = -7%; Giardia kill = 24
CN(C)S(=O)(=O)Nc1ccc2c(c1)Cc1ccccc1-2 across the screens: Menin-MLL TR inh = 13%; ELG1 genotoxic = ?; FLuc counter = 27µM*; NPC1 prom act = 16%; BRCA1 expr up = 105%; Rab9 prom act = 24%; RORgamma inh = 41%; p53 reactivation = ?; Gal4-VP16 FLuc = -24%; PKM2 activator = -1%; Giardia kill = 2

(list continues)
Fields: Menin-MLL TR inh	ELG1 genotoxic	FLuc counter	NPC1 prom act	BRCA1 expr up	Rab9 prom act	RORgamma inh	p53 reactivation	Gal4-VP16 FLuc	PKM2 activator	Giardia kill
Cc1cccc(NS(=O)(=O)c2ccc(C(=O)N3CCCCCC3)cc2)c1C
    nt	-6%	1%	-6%	-15%	-11%	nt	-9%	nt	nt	-19
COc1ccc(C(=O)ON=C2CCN(C)CC2)cc1
    -15%	2%	-1%	-4%	-7%	-5%	?	6%	0%	23%	8
CCOCCCNCc1ccc(OCc2ccc(F)cc2)c(OC)c1
    -19%	-1%	1%	1%	-18%	-2%	-23%	-5%	-18%	-1%	-4
C=CCc1cc(C(=O)N2CCCCC2)ccc1O
    0%	-30%	4%	-1%	3%	-14%	-4%[0.365 µM]	-17%	nt	10%	0
O=C(Nc1cccc(C(F)(F)F)c1)c1ccc(-n2cncn2)nc1
    17%	0%	5%	-7%	8%	-3%	31%	-4%	8%	2%	24
CCCCn1c(-c2ccoc2C)n[nH]c1=S
    -3%	6%	4%	-2%	0%	-2%	3%	-1%	-2%	-4%	3
Cc1ccccc1OCCNc1cc(N2CC(C)NC(C)C2)ccc1[N+](=O)[O-] (configuration not stated)
    -4%	-1%	-11%	-6%	-38%	-6%	?	2%	?	-2%	-22
CC1CN(Cc2ccccn2)CCC1=O (configuration not stated)
    5%	-1%	3%	-3%	4%	-1%	-10%	-2%	-4%	4%	-4
O=C(CCNC(=O)c1ccccc1Cl)NCc1ccco1
    nt	1%	1%	-3%	0%	-3%	nt	8%	nt	nt	1
O=C(N[C@@H](Cc1ccccc1)C(=O)Nc1ccc(F)cc1)C1CCNCC1
    nt	1%	2%	0%	0%	1%	10%	11%	3%	nt	5
CCc1cccc(NC(=S)N(CCOC)C2CCN(C(C)=O)CC2)c1
    -8%	-2%	0%	-1%	-4%	0%	-7%	-3%	1%	nt	25
COc1cc2c(cc1OC)CN(C(=O)CCNC(=O)c1ccc(Br)cc1)CC2
    nt	-2%	1%	0%	-3%	-2%	nt	-6%	nt	nt	-2
CC(=O)Cn1ncc(N2CCOCC2)c(Cl)c1=O
    3%	0%	-2%	-1%	0%	4%	5%	3%	1%	nt	-12
COc1ccc(-c2nc(C#N)c(NCC3CCCO3)o2)cc1OC (configuration not stated)
    4%	?	?	2%	52%	6%	43%	?	5%	-1%	-6
CC(C)N(Cc1ccccc1)C(=S)NCCN1CCOCC1
    -15%	2%	0%	-1%	-13%	-1%	-8%	-1%	-1%	-19%	-18
COc1ccc2c(c1)cc(C(=O)N[C@@H](Cc1ccccc1)C(=O)O)n2C
    19%	-1%	-3%	0%	1%	-5%	17%	1%	0%	nt	21
COc1ccc(OC)c(C(=O)c2coc3ccc(OCC(=O)O)cc23)c1
    -1%	1%	-17%	-2%	-18%	0%	2%	-3%	-1%	0%	-14
Cc1[nH]n(-c2ccccc2)c(=O)c1C=Nc1ccc(S(N)(=O)=O)cc1
    nt	0%	1%	1%	2%	-1%	1%	-3%	-3%	-10%	-15
Cc1ccc(S(=O)(=O)NC(=O)NCCc2ccccc2)cc1
    -11%	-1%	-25%	-2%	-16%	0%	1%	-3%	-23%	-1%	0
Cc1cc(N/N=C/c2ccc([N+](=O)[O-])o2)nc2ccccc12
    ?	-7%	-14%	7%	-58%	?	11µM*	14%	?	-7%	-82*
CCN(CC)S(=O)(=O)c1ccc(N2CCOCC2)c(NS(=O)(=O)c2cccs2)c1
    nt	0%	nt	-1%	2%	17%	nt	3%	nt	nt	11

Screening data (PubChem)
